C2C12 statin – protects C2C12 myotubes from simvastatin toxicity; 330,000 tested, 0.78% active; ATP luminescence, 48 h; scaled: DMSO 0, geranylgeraniol control 100; AID 602340; rescue of ATP level, % at 7.49 µM;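 active means mean ATP rescue above about 67%, or every replicate alone reaching that limit, limit read from the data, passing the limit was not always enough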;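 further: myotubes were challenged with 10 µM simvastatin during compound exposure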
ARNT TACC3 PPI – ARNT/TACC3 interaction disruption; 390,000 tested, 0.66% active; inhibition, % at 9.99 µM; AID 623870; Q9Y6A5; AlphaScreen His-ARNT PAS-B/GST-TACC3 binding, luminescence; TACC3 fragment carries E629A point mutation;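 active means mean inhibition of replicates at least 50% and at least half of replicates each reaching 50%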;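 further: 0% = complete ARNT plus TACC3 wells and 100% = ARNT alone without TACC3; many hits fall short of the cut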
PglD inh – blocks C. jejuni PglD acetyltransferase activity. 360,000 tested, 0.098% active. purified PglD enzyme, DTNB colorimetric CoA detection. inhibition, % at 12.5 µM. AID 602405; in the data active means inhibition above about 16%, passing the limit was not always enough; further: strong numbers were not always called active
Cneo AK release – causes C. neoformans cell lysis | 360,000 tested, 0.2% active | adenylate kinase release luminescence, 4 h; normalised: neutral wells 0, clomiphene wells 100 | lysis activity, % at 15 µM | AID 651654;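 active means mean lysis activity across replicates of at least 80%, whatever share of replicates individually reach that level; inactive means mean lysis activity below 80%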
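Schedule: static 4 h at 37 °C with compound, 1 h detection; system: C. neoformans cells; benchmarks: Clomiphene as positive control; buffer or medium: fresh YPD medium; measure: luminescence rise reflecting yeast cell lysis; measured by: luminescent adenylate kinase detection reagent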
LGR2 inh – inhibitors of bursicon-induced Drosophila LGR2 receptor cAMP signaling; HEK293 LGR2, CRE-luciferase, bursicon-stimulated, 4 h; inhibition, % at 9.99 µM; 380,000 tested, 0.35% active; AID 720647;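 active means drop in luminescence signal, shown as inhibition above about 50% in the replicate tests, limit read from the data, passing the limit was not always enough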;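 further: agonist challenge used bursicon conditioned medium at about half maximal strength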
PGC1a acetyl inh – modulators of PGC1a acetylation; U2OS PGC1a acetylation, AlphaScreen anti-acetyl-lysine; with virally co-expressed GCN5 acetyltransferase; inhibition, % at 15.6 µM; 350,000 tested, 0.17% active;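 active means every replicate shows inhibition of at least 40%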;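 further: 0% = neutral control wells and 100% = positive control wells; some results beyond the cut were filed as inactive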
INS-1E GSIS act – primary screen for activators of insulin secretion dependent on glucose, INS-1E cells, GLuc reporter luminescence. INS-1E GLuc reporter insulin secretion, 2-3 h. activation, % at 16.6 µM. 370,000 tested, 0.61% active;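 active means lowest replicate activation of at least 40%, so every replicate reaches that level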;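 further: 0% = median of neutral control wells and 100% = median of IBMX positive control wells; some compounds called inactive have numbers as strong as hits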
PAX8 inh HTS – lowers PAX8-driven luciferase in RMG-I cells. RMG-I TPO-luciferase reporter, SteadyGlo, 24 h. inhibition, % at 12.6 µM. 360,000 tested, 1.2% active. AID 652154;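 active means mean replicate inhibition at least 60% with every replicate also reaching 60%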;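 further: luciferase light reporting Pax8 driven TPO promoter activity; plate controls were median of neutral control wells for no effect and mitoxantrone controls for full effect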
Active calls of the source: *; / = not tested or not shown; & = joins results of further samples. This is a random part of the collection (roughly 2.9% active in at least one column).

SMILES	C2C12 statin	ARNT TACC3 PPI	PglD inh	Cneo AK release	LGR2 inh	PGC1a acetyl inh	INS-1E GSIS act	PAX8 inh HTS
CC(=NC(C)C)C1=C(O)CCC1=O	1	0	1	-4	/	/	/	/
O=C(C[C@@H]1CC[C@@H]2[C@H](COC[C@H](O)CN2Cc2ccccc2)O1)NCc1ccccc1Cl	0	-5	0	-1	1	-5	-17	-22
Cc1ccc(-c2nnc(N3CCN(C(=O)Cn4c(=O)n(C)c5ccccc54)CC3)c3ccccc23)cc1	/	-4	1	-1	/	4	/	/
O=C(COC(=O)c1ccccc1Br)NCc1ccccc1	/	32	-7	-1	-8	21	26	7
CC1CCC2(CC1)NC(=O)N(CC(=O)N(Cc1ccccc1)C(C)(C)C)C2=O (stereo unspecified)	-13	-3	-2	2	12	3	2	4
CCCCNC(=O)c1onc(CSc2ccc(C(C)C)cc2)c1C(=O)O	-7	-3	2	19	-8	-21	/	13
Cc1ccc(S(=O)(=O)N(C)C)cc1NC(=O)C1Cc2ccccc2CN1C(=O)c1ccco1 (stereo unspecified)	-7	-5	-3	0	4	-5	8	9
O=C(COC(=O)COc1ccc(Br)cc1)NCC1CCCO1 (stereo unspecified)	6	-1	-5	1	2	0	13	16
CN1CCN(c2oc(COc3ccc(-c4ccccc4)cc3)nc2C#N)CC1	9	6	-4	-4	/	-5	/	/
Cn1c(N)nc2nc[nH]c2c1=S	0	18	0	0	4	4	24	3
CN(C)c1ccc(/C=C(\NC(=O)c2ccccc2)C(=O)NCCCn2ccnc2)cc1	33	54*	6	-1	11	6	-2	2
CC(C)[C@@H](C)NC(=O)N(C)C[C@@H]1OCc2ccccc2-c2c(n(C)c3ccccc23)C(=O)N([C@H](C)CO)C[C@@H]1C	-15	1	-1	45	6	-2	-4	/
O=C(c1cc2sccc2n1Cc1ccc(F)cc1)N1CCc2ccccc21	40	4	1	1	/	-10	/	/
COc1cccc(OC)c1OCCOCCN1CCN(C)CC1	0	6	7	2	-32	-8	14	11
O=C(C[C@H]1C[C@H]2c3cc(NC(=O)c4cccnc4)ccc3O[C@H]2[C@@H](CO)O1)NCc1cccc(F)c1	2	-6	1	-5	-5	-4	-6	-4
C[C@@H]1CCCCO[C@H](CN(C)C)[C@@H](C)CN([C@H](C)CO)C(=O)c2cc(NC(=O)Nc3cccc4ccccc34)ccc2O1	40	0	0	-5	8	-3	11	0
O=C(C[C@H]1CC[C@H]2[C@@H](COC[C@@H](O)CN2C(=O)C2CC2)O1)NCc1ccccc1Cl	8	-11	-3	-2	-16	11	-3	-32
O=C(Nc1ccccc1)N[C@H]1CC[C@@H](CCNC(=O)c2ccccc2F)O[C@@H]1CO	-6	3	-2	0	5	-4	-3	12
O=C(c1ccccc1NS(=O)(=O)c1cccc2cccnc12)N1CCOCC1	6	-7	/	/	5	-15	13	5
O=C(/C=C/c1ccccc1)NCCN1CCOCC1	/	2	/	/	3	/	10	-4
CCCC(C)NCC(=O)Nc1ccccc1-c1ccccc1 (stereo unspecified)	20	-27	-2	0	/	/	/	0
c1ccc2c(-c3cc(C4CCNCC4)[nH]n3)cccc2c1	-8	1	/	4	13	-8	-5	4
Cc1ccc(S(=O)(=O)N(Cc2ccccc2F)C(=O)N2CCN(C)CC2)cc1	4	-1	1	6	-7	10	1	-16
Cc1cc(/C=N/NC(N)=S)c(C)n1-c1cccc(Cl)c1	/	-2	/	/	34	/	-2	9
CCC(=O)Nc1ccc2c(c1)C(=O)N(C)C[C@H](OC)[C@H](C)CN(Cc1cccc(F)c1)[C@@H](C)CO2	28	-11	-3	2	-2	-4	-14	19
(continued)
SMILES	C2C12 statin	ARNT TACC3 PPI	PglD inh	Cneo AK release	LGR2 inh	PGC1a acetyl inh	INS-1E GSIS act	PAX8 inh HTS
Cc1cc(C)c2c(n1)nn1c(N3CCN(c4ccccc4C)CC3)cc(C)nc21	/	1	-3	1	/	/	/	17
CC1CCCCC12NC(=O)N(CC(=O)NCCc1ccc(S(N)(=O)=O)cc1)C2=O (stereo unspecified)	8	/	3	-1	-11	8	8	0
COc1ccc(NC(=O)N[C@H]2CC[C@H](CCn3cc(-c4ccccc4)nn3)O[C@H]2CO)cc1	1	-11	5	-3	0	2	11	2
C=CCn1c(SCc2ccc(C(=O)OC)cc2)nnc1-c1sc(N)nc1C	/	-3	/	/	3	/	14	2
CCCCN(Cc1nc2ccccc2c(=O)[nH]1)C(=O)c1nn(C)c(=O)c2ccccc12	4	-6	6	0	-1	/	47*	22
C[C@H](CO)N1C[C@H](C)[C@@H](CN(C)C(=O)c2cccc(F)c2)Oc2cc(-c3cccnc3)ccc2S1(=O)=O	7	1	0	0	5	6	6	/
Cc1cc(NC(=O)CSc2nc(CCC3CCCC3)nc3ccccc23)no1	-15	-9	-4	-1	/	3	/	9
COc1ccc(C2=Nc3ccc(Br)cc3C(c3ccccc3)N2CC(=O)NN)cc1 (stereo unspecified)	4	-2	-1	1	29	6	-12	14
COCC(=O)Nc1ccc2c(c1)[C@H]1C[C@H](CC(=O)N3CCN(C)CC3)O[C@H](CO)[C@H]1O2	1	-7	-1	0	26	8	2	-7
C[C@H](CO)N1C[C@H](C)[C@@H](CN(C)Cc2ccncc2)OCCCC[C@H](C)Oc2ccc(NC(=O)CCC(F)(F)F)cc2C1=O	-27	-6	4	-1	-6	-5	6	1
C[C@@H]1CN([C@H](C)CO)C(=O)c2cccc(NC(=O)Nc3cccc4ccccc34)c2O[C@@H]1CN(C)C(=O)Nc1ccc2c(c1)OCO2	/	-3	0	-7	10	7	-9	/
C/C(=N\NC(=O)c1nnn(-c2nonc2N)c1-c1cccs1)c1cccc(O)c1	6	/	2	-1	21	-5	-6	-8
NS(=O)(=O)c1ccc(NC(=O)CSc2nc3c(cnn3-c3ccccn3)c(=O)[nH]2)cc1	4	/	5	0	8	9	13	2
CCOC(=O)c1c(-c2ccccc2)oc2cc(Br)c(O)c(C=O)c12	-17	-25	1	0	-4	22	/	12
COc1ccc(NC(=O)Nc2ccc3c(c2)C(=O)N([C@@H](C)CO)C[C@@H](C)[C@@H](CN(C)S(=O)(=O)c2cn(C)cn2)O3)cc1	4	0&6	-2&-1	1&2	4&-16	4	13&24	-5
C[C@@H]1CN([C@H](C)CO)C(=O)c2cccc(NS(=O)(=O)c3ccccc3)c2O[C@@H]1CN(C)S(=O)(=O)c1ccccc1	22	-5	0	-2	3	7	-2	/
O=S(=O)(Nc1cc(S(=O)(=O)N2CCCC2)ccc1O)c1ccc(Cl)s1	3	0	-2	-1	-10	/	4	-4
CC1(C(=O)NS(=O)(=O)c2ccccc2)CCN1C(=O)Cc1ccccc1 (stereo unspecified)	-4	/	3	5	-12	-16	-1	0
O=C(Cc1ccncc1)Nc1ccc2c(c1)[C@@H]1C[C@H](CC(=O)N3CCc4ccccc4C3)O[C@H](CO)[C@@H]1O2	-4	5	1	42	2	6	-20	-12
CN1CCC(N(C)C(=S)NC(=O)C23CC4CC(CC(C4)C2)C3)CC1	/	4	0	0	/	-13	4	2
Cc1cc(C(=O)N2CCCC2)n[nH]1	-5	-4	2	7	8	/	2	5
COc1ccc(C(=O)c2sc(Nc3ccccc3F)nc2N)cc1	52	10	-6	-3	-89	/	17	-137
C[C@H]1CN([C@@H](C)CO)S(=O)(=O)c2ccc(C#CC3CC3)cc2O[C@@H]1CN(C)C(=O)c1cccc(F)c1	-24	0	1	6	3	-9	-8	-5
Cc1cc(C)n(CCNc2nc3nonc3nc2N2CCCCC2)n1	4	0	-1	-9	-6	-2	14	33
CCS(=O)(=O)N1CCC(c2nc(-c3ccc(C(F)(F)F)cc3)no2)CC1	-9	-8	-1	2	/	2	/	/

An excerpt of these results, comma-delimited:
Molecule,C2C12 statin,ARNT TACC3 PPI,PglD inh,Cneo AK release,LGR2 inh,PGC1a acetyl inh,INS-1E GSIS act,PAX8 inh HTS
COc1cccc(OC)c1OCCOCCN1CCN(C)CC1,0,6,7,2,-32,-8,14,11
O=C(C[C@H]1C[C@H]2c3cc(NC(=O)c4cccnc4)ccc3O[C@H]2[C@@H](CO)O1)NCc1cccc(F)c1,2,-6,1,-5,-5,-4,-6,-4

(listing goes on)
SMILES	C2C12 statin	ARNT TACC3 PPI	PglD inh	Cneo AK release	LGR2 inh	PGC1a acetyl inh	INS-1E GSIS act	PAX8 inh HTS
O=C(Cc1cccc(Cl)c1)Nc1ccc(Br)cc1	/	-7	/	/	21	/	-26	-7
O=S(=O)(NCc1csc(-c2cccs2)n1)c1cccc(C(F)(F)F)c1	131*	-5	2	1	-5	-20	0	-6
COc1ccc(OCC(O)CNCCOc2ccccc2OC)c(C(C)(C)C)c1 (stereo unspecified)	-25	19	-1	0	-9	-8	-28	26
CC(=O)C1CCC2C3CCC4=CC(=O)CC[C@]4(C)[C@@]3(F)C(O)C[C@]12C (stereo partly specified)	-9	3	/	0	1	/	-32	3
CC(=O)Nc1ccc([N+](=O)[O-])c(CS(=O)(=O)c2ccc(C)cc2)c1[N+](=O)[O-]	-17	1	-5	-2	9	-9	18	-2
O=C(NCc1ccccc1)C1CCCN(C(=O)NCc2ccccc2)C1 (stereo unspecified)	10	-5	-1	-2	-11	/	15	-26

14 structures from above, sorted by SMILES length, low to high.
SMILES	C2C12 statin	ARNT TACC3 PPI	PglD inh	Cneo AK release	LGR2 inh	PGC1a acetyl inh	INS-1E GSIS act	PAX8 inh HTS
Cc1cc(C(=O)N2CCCC2)n[nH]1	-5	-4	2	7	8	/	2	5
O=C(Cc1cccc(Cl)c1)Nc1ccc(Br)cc1	/	-7	/	/	21	/	-26	-7
COc1ccc(C(=O)c2sc(Nc3ccccc3F)nc2N)cc1	52	10	-6	-3	-89	/	17	-137
O=C(NCc1ccccc1)C1CCCN(C(=O)NCc2ccccc2)C1 (stereo unspecified)	10	-5	-1	-2	-11	/	15	-26
COc1ccc(OCC(O)CNCCOc2ccccc2OC)c(C(C)(C)C)c1 (stereo unspecified)	-25	19	-1	0	-9	-8	-28	26
O=S(=O)(NCc1csc(-c2cccs2)n1)c1cccc(C(F)(F)F)c1	131*	-5	2	1	-5	-20	0	-6
O=S(=O)(Nc1cc(S(=O)(=O)N2CCCC2)ccc1O)c1ccc(Cl)s1	3	0	-2	-1	-10	/	4	-4
CCS(=O)(=O)N1CCC(c2nc(-c3ccc(C(F)(F)F)cc3)no2)CC1	-9	-8	-1	2	/	2	/	/
CC(=O)C1CCC2C3CCC4=CC(=O)CC[C@]4(C)[C@@]3(F)C(O)C[C@]12C (stereo partly specified)	-9	3	/	0	1	/	-32	3
CC(=O)Nc1ccc([N+](=O)[O-])c(CS(=O)(=O)c2ccc(C)cc2)c1[N+](=O)[O-]	-17	1	-5	-2	9	-9	18	-2
C[C@H]1CN([C@@H](C)CO)S(=O)(=O)c2ccc(C#CC3CC3)cc2O[C@@H]1CN(C)C(=O)c1cccc(F)c1	-24	0	1	6	3	-9	-8	-5
O=C(Cc1ccncc1)Nc1ccc2c(c1)[C@@H]1C[C@H](CC(=O)N3CCc4ccccc4C3)O[C@H](CO)[C@@H]1O2	-4	5	1	42	2	6	-20	-12
C[C@@H]1CN([C@H](C)CO)C(=O)c2cccc(NS(=O)(=O)c3ccccc3)c2O[C@@H]1CN(C)S(=O)(=O)c1ccccc1	22	-5	0	-2	3	7	-2	/
COc1ccc(NC(=O)Nc2ccc3c(c2)C(=O)N([C@@H](C)CO)C[C@@H](C)[C@@H](CN(C)S(=O)(=O)c2cn(C)cn2)O3)cc1	4	0&6	-2&-1	1&2	4&-16	4	13&24	-5

Source: PubChem
